Screening data as filed in PubChem.
KDM5B inhibitor – blocks human KDM5B histone demethylase activity; actives 2.6% (n = 220,000); Q9UGL1; Potency, µM (doses to about 57.7 µM), without a hit: top-dose activity change, negative = inhibition, hits mostly inhibitors; KDM5B demethylase, FDH-coupled NADH fluorescence (FDH is formaldehyde dehydrogenase); active means well fitted inhibition curve with a large enough effect; inconclusive means small, poorly fitted or top-dose-only effect; inactive means no such curve, though single readings can be large or run the other way; further: 0% is about no effect; nearly all actives have a fitted effect of over 70% in size
Target sequence (Q9UGL1 whole entry, looked up): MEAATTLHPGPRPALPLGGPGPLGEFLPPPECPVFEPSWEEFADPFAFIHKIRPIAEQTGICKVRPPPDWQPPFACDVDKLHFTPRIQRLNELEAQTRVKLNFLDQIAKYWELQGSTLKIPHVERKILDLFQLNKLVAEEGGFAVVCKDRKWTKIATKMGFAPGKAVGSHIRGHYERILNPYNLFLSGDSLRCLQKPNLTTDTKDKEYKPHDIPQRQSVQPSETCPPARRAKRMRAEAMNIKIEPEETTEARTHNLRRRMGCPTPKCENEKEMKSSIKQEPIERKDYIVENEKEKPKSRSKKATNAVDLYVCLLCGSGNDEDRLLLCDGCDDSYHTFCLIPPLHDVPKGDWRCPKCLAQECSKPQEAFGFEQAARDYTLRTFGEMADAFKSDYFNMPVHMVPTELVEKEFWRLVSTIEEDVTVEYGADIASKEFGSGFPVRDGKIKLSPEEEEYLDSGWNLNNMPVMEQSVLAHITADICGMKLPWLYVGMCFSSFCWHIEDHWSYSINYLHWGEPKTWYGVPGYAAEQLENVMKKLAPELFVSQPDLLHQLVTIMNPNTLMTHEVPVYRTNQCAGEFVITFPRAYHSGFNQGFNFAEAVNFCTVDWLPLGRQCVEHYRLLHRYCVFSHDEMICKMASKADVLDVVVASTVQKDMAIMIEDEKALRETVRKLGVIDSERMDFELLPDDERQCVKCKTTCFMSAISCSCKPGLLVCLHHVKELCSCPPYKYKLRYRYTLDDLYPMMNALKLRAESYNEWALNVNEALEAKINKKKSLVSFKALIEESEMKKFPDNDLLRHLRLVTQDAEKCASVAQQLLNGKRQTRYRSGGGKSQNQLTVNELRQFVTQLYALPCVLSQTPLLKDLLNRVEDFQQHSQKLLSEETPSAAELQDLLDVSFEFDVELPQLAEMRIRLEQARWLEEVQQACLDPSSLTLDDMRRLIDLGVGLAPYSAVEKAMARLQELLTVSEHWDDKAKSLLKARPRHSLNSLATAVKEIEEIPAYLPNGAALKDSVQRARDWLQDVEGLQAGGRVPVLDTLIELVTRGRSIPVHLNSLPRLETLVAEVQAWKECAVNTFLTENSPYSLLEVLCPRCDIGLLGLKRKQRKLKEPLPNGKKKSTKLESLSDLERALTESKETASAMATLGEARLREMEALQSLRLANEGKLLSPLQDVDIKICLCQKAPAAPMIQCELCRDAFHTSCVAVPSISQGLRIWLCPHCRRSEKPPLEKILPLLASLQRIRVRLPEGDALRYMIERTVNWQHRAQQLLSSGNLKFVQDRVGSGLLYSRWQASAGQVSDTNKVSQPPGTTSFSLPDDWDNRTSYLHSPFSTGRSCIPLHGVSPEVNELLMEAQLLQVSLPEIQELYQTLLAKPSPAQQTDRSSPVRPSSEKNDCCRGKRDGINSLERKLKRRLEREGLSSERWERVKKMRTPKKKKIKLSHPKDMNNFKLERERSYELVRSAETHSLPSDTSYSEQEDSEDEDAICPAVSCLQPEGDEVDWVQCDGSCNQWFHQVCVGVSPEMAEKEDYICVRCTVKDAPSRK
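Measured: NADH fluorescence change, 30 min, RT. System: KDM5BΔAP 200 nM final, H3K4me3 peptide, α-KG, Fe(II), ascorbate, NAD⁺ plus FDH, pH 7.5 HEPES. Compounds: titrated, 10 min pre-incubation with enzyme.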
The depositor's hits bear a star; i = inactive; ? = inconclusive; [ ] = dose if it differs, or a comment. Potency means the concentration at half of the fitted maximal effect. These rows are one share of the data, so the mix of outcomes need not match the whole.

structure,KDM5B inhibitor
CNc1ccc(C(=O)N2CCN(S(=O)(=O)c3ccc4c(c3)OCCCO4)CC2)cc1[N+](=O)[O-],-5%
Cc1nc2c(c(=O)[nH]1)CCN(C(=O)CCc1n[nH]c3c1CCCC3)C2,40%
Cc1c(C(=O)Nc2ccc3oc(-c4cncc(Br)c4)nc3c2)cccc1[N+](=O)[O-],-15%
O=C(Nc1nc2ccc(F)cc2s1)c1cc(=O)c2ccccc2o1,22%
Cc1ccc(CN2CCC3(Cc4ccccc4CNC3=O)C2)cc1 (stereo not given),-7%[149 µM]
CCCCOc1ccc(C2=NC(c3cccs3)=Nc3ccc(CC)cc3N2)cc1,-26%
O=C(Cc1ccccc1)c1ccccc1NC(=O)C(c1ccccc1)c1ccccc1,-21%
Cc1ccc2nc(CO[C@H]3CN(Cc4ccc(S(C)(=O)=O)cc4)C[C@H]3F)[nH]c2c1,-30%[86.2 µM]
O=C(O)c1ccc(NCc2nc3c(n2Cc2ccccc2)C(=O)N(CC2CCOCC2)CCN3)cc1,-4%
Cc1nnc(-c2cc(-c3ccc(N4CCOCC4)cc3)ccn2)n1Cc1ccccc1,20µM*
O=C1CN(S(=O)(=O)c2cc(C(F)(F)F)ccc2Cl)CCN1,-17%
N#Cc1cccc(-c2ccnc(N[C@H]3CO[C@H]4[C@@H]3OC[C@H]4OC(=O)Nc3ccc(Oc4ccccc4)cc3)n2)c1,i
COc1ccc(N(C)C(=O)c2cc3ccccc3oc2=O)cc1OC,19%
O=[N+]([O-])c1cc(Br)cc(C=Nc2ccc3c(c2)OCO3)c1O,?
CN1CC(=O)N(C2CCCNC2)Cc2c(NCCc3ccccn3)ncnc21 (stereo not given),?
CC(C)(C)c1cc(C(=O)NN)n(Cc2ccc(Cl)cc2Cl)n1,8%
Cc1ccc(S(=O)(=O)N2CCc3cc(C(=O)Nc4ccc(C(F)(F)F)cc4)ccc32)cc1,-3%
CN1C(=O)CC(C(=O)O)C12CCN(Cc1noc(C3CCCC3)n1)CC2 (stereo not given),-11%
Cc1ccc(-n2ncc3c(Nc4cccc(C(=O)O)c4)ncnc32)cc1,?
O=C(c1ccc(-c2ccc(N3CCCCCC3)nc2)cc1)N1CCCC1,25µM*
Cc1ccc(C(=O)c2cn(Cc3ccccc3F)c3cc4c(cc3c2=O)OCCO4)cc1,7%
O=C(COc1ccccc1)N1CCOC[C@H](Oc2ccc(C(F)(F)F)cn2)C1,2%[86.2 µM]
O=C1N(Cc2ccc(F)cc2)C[C@H]2CN(Cc3ccccn3)CCN12,?
COc1ccc(NC(=O)Cn2c(SCc3cccc(Cl)c3)nc3ccncc32)c(OC)c1OC,-23%
Cc1cc(C)cc(N(C)CC(=O)NC(N)=O)c1,3%

Reprinted from the part before: 2 compounds, followed by the next part.
structure,KDM5B inhibitor
COc1ccc(NC(=O)Cn2c(SCc3cccc(Cl)c3)nc3ccncc32)c(OC)c1OC,-23%
Cc1cc(C)cc(N(C)CC(=O)NC(N)=O)c1,3%
CCCC1=Nc2cc(C(=O)NCCc3ccccc3)ccc2Sc2ccc(C)cc21,?
O/N=C1\CCCc2c1nc(-c1ccccc1Cl)n2O,15%
Cn1ccccc1=S,7%
CNC(=O)[C@@H]1C[C@H](Oc2cccnc2)CN1C(=O)C(C)C,-2%
COC(=O)C1=C(C)N(C2CC2)C(=S)NC1c1cccs1 (stereo not given),-18%
Cc1ccc(S(=O)(=O)N(C)C2CCCc3ccccc32)cc1 (stereo not given),-14%[86.2 µM]
Cc1ccc(N2Cc3c(NCCc4ccc(F)cc4)ncnc3N(C)CC2=O)cc1,-27%
CCN1CCN(c2ccc(C(=O)NCCCc3ccc(OC)cc3)cn2)CC1,?
Cc1noc([C@@H]2CN(Cc3ccncc3)C[C@H]2CO)n1,28µM*
Cc1ccccc1NC(=O)c1c(NC(=O)COCC(=O)O)sc2c1CCCCC2,?
CC(=O)Nc1ccc(S(=O)(=O)[C@H]2CS(=O)(=O)C[C@@H]2N2CCCCC2)cc1,6%
COc1ccccc1NC(=O)c1nn(-c2ccc(C)cc2)ccc1=O,-10%
CC(=O)c1ccc(NC(=O)c2ccc3c(c2)N(Cc2cccc(Cl)c2)C(=O)c2ccccc2S3(=O)=O)cc1,?
Cc1nc(C)n2cc[nH]c(=O)c12,1%
CN1CCC2(C1)CN(Cc1ccccc1)c1ccc(C(=O)NC3CCC3)cc12 (stereo not given),?
NS(=O)(=O)C1CCS(=O)(=O)C1 (stereo not given),-5%
Cc1ccccc1NS(=O)(=O)c1ccc(C)c(C(=O)N2CCOCC2)c1,-18%
CC(=O)NC(CC(=O)O)c1ccc([N+](=O)[O-])cc1 (stereo not given),28%
CCOC(=O)Cn1c(=O)oc2cc(S(=O)(=O)N3CCC(C(=O)OCC)CC3)ccc21,9%
O=C(COc1ccccc1)NCCc1c[nH]c2ccccc12,12%
CN1CCN(C(=O)c2cnc(N3CCCC3)c3ccccc23)CC1,-15%
Cc1cccc(N(C)S(=O)(=O)c2cc3c(cc2Cl)NC(=O)CO3)c1,-7%
COc1cccc(OCc2nc(C(=O)N(C)C(C)c3ccon3)co2)c1 (stereo not given),-7%
Cn1ncc2c(C(=O)N3CCOCC3)cc(-c3ccc(Cl)nc3)nc21,?
COc1ccccc1N1CCN(C(=O)C2CCN(S(=O)(=O)Cc3ccc(F)cc3)CC2)CC1,14%
CC(=O)Nc1ccc(C)cc1-c1nc2ccccc2n(CC(=O)c2ccc(C)c(C)c2)c1=O,-21%
CCOC(=O)C1CCN([C@H]2CS(=O)(=O)C[C@@H]2S(=O)(=O)c2ccc(OCC)cc2)CC1,0%
CCn1ccc(C(=O)N2CCCn3ccnc3C2c2cnn(C)c2)n1 (stereo not given),-9%
COC1C(=O)N(c2cccc(F)c2)C12CCN(C(=O)C1CCOCC1)CC2 (stereo not given),-6%
CCN1CCN(C(=O)c2cc3cc(Cl)ccc3[nH]2)CC1,-25%
CC(C)(C)C1CCC(=NNC(=S)NC2CCCCC2)CC1 (stereo not given),22%
COc1ccc(C(NC(=O)CNc2ccccc2C(N)=O)C2CC2)cc1 (stereo not given),?
COc1cccc(S(=O)(=O)NCCc2noc(-c3cccnc3)n2)c1,-27%
O=C(CCc1nc2sc3c(c2c(=O)[nH]1)CCCC3)NCCc1ccc(F)cc1,-4%
COc1ccc(-c2cc(C(F)(F)F)n3nc(C(=O)Nc4ccccc4SC)cc3n2)cc1OC,-21%
O=C1CSc2ccc(C(=O)Nc3ccccc3O)cc2N1,-31%
COC(=O)C1=CN(CC(=O)Nc2ccc(F)cc2)S(=O)(=O)N=C1C,-14%
CNCc1cn(C[C@H]2O[C@@H](CC(=O)N3CCC[C@@H]3COC)[C@H](O)[C@@H]2O)nn1,-22%[86.2 µM]
CCNS(=O)(=O)c1ccc(NC(=O)CSc2nc(-c3ccco3)cc(C(F)(F)F)n2)cc1,?
Cc1[nH]nc2c1C(c1ccccc1)C(C#N)=C(N)O2 (stereo not given),5%
COC(=O)c1ccc(Cn2cc([N+](=O)[O-])cn2)cc1,-15%
Cc1ccc(-c2cc(N3CCCN(C(=O)COc4ccc(F)cc4)CC3)n[nH]2)cc1C,?
COC(=O)[C@H](NC(=O)[C@@H]1[C@@H](NC(=O)Nc2cccc(SC)c2)CCN1C(=O)c1cccn1C)C(C)C,-9%
CCN(CC)c1ccc(/C=N/NC(=O)c2cc(C)nc3ccccc23)cc1,-12%
Cc1nc(N2CCCC2)c2c(C(=O)Nc3ccc(C)c(Cl)c3)c(C)oc2n1,-1%
COC[C@@H]1CN(Cc2cccc(OC)c2OC)C[C@H]1C(=O)NC1CC1,19%
CCC1=C(C(=O)OC)C(c2ccccc2Cl)N2C(CC(=O)NCC3CCCO3)=CSC2=N1 (stereo not given),-30%
CCN(CC)C(CNC(=O)Nc1ccc(C(=O)N2CCCCCC2)cc1)c1ccsc1 (stereo not given),3%
CC(=O)c1ccc(N2CCC(Oc3ccc(C)cc3)(C(=O)O)CC2)nc1,?
CCC(=O)C1=C(c2cccc(OC)c2)N(C(=O)CC)n2c(nnc2C2CCCCC2)S1,-15%

Sorted by molar mass (high to low): part of the list above
structure,KDM5B inhibitor
COC(=O)[C@H](NC(=O)[C@@H]1[C@@H](NC(=O)Nc2cccc(SC)c2)CCN1C(=O)c1cccn1C)C(C)C,-9%
CCN(CC)C(CNC(=O)Nc1ccc(C(=O)N2CCCCCC2)cc1)c1ccsc1 (stereo not given),3%
CNCc1cn(C[C@H]2O[C@@H](CC(=O)N3CCC[C@@H]3COC)[C@H](O)[C@@H]2O)nn1,-22%[86.2 µM]
CC(=O)c1ccc(N2CCC(Oc3ccc(C)cc3)(C(=O)O)CC2)nc1,?
COC[C@@H]1CN(Cc2cccc(OC)c2OC)C[C@H]1C(=O)NC1CC1,19%

Compounds above that have bromine (two):
structure,KDM5B inhibitor
Cc1c(C(=O)Nc2ccc3oc(-c4cncc(Br)c4)nc3c2)cccc1[N+](=O)[O-],-15%
O=[N+]([O-])c1cc(Br)cc(C=Nc2ccc3c(c2)OCO3)c1O,?

(more compounds)
structure,KDM5B inhibitor
CCOC(=O)c1ccc(NS(=O)(=O)c2cc(-c3onc(C)c3C)ccc2C)cc1,-27%
CCOc1ccc(CCNC(=O)Cn2ncc3c(=O)oc4ccc(C)cc4c32)cc1,-17%
O=C(O)c1cccc(CS(=O)(=O)c2ccccc2)c1,16%
Fc1ccc(CSc2nnc(-c3ccncc3)o2)cc1,16%
O=C(NCCc1cccc2cccnc12)NC1CCN(CC2CCCC2)CC1,-3%
Cc1ccc(NC(=O)c2cc(-c3cccs3)nc3ccccc23)c(C)c1,?
COC(=O)C1CN(C(=O)COc2ccccc2)c2ccccc2O1 (stereo not given),0%
CCOC(=O)c1cccc(NC(=O)c2cc3c(=O)n(Cc4cccnc4)ccc3nc2C)c1,?
O=C(c1cccc(F)c1)N1CCCC(c2nccn2Cc2cscn2)C1 (stereo not given),159%[activator]
Cc1cc(C(=O)Nc2c(C(C)C)cccc2C(C)C)cs1,-14%
Cc1ccc(N(C)C(=O)c2ccc(CNc3c(N4CCC(C)CC4)c(=O)c3=O)cc2)cc1,15%
CCCNC(=O)O[C@@H]1CC[C@]2(C)C(CC[C@@H](O)[C@H]2CC(=O)NCc2ccc(OC)cc2)[C@]1(C)CO (stereo not given in full),10%
Clc1ccc(CNc2nc(-c3ccccc3)no2)cc1,22%
CSCCC1NC(=O)N(CC(=O)Nc2cc(C)on2)C1=O (stereo not given),16%
COc1ccc(Br)cc1CC1C(=O)Nc2ccccc21 (stereo not given),-60%
COCCCn1cnnc1SCc1nc2sc(C(C)=O)c(C)c2c(=O)[nH]1,-21%
COc1ccc(C(=O)OC2CCN(C)CC2)cc1,-11%
O=C(NCCNc1ccccn1)Nc1ccccc1,-12%
Cc1ccc(CNC(=O)C2CCCN(c3nc4ccccc4n4cccc34)C2)cc1 (stereo not given),?
Cc1nc(N2CCC(C)CC2)ncc1-c1cc(=O)[nH]c(N2CCc3ccccc3C2)n1,5%
COc1ccccc1/C=C/c1nc(C#N)c(NCc2ccco2)o1,?
CCN(CC)CCCNCc1ccccc1,-13%
CC(C)NC(=O)CSc1cn(CC(=O)N2CCCCCC2)c2ccccc12,-58%
CCOc1cc(C2C(C#N)=C(N)Oc3n[nH]c(-c4ccccc4)c32)ccc1O (stereo not given),-20%
COc1ccc(-c2nc(C(C)C)nc3c2CN([S+](=O)([O-])c2cccc(OC)c2)CC3)cc1,-21%
Cc1ccc2c(c1)C(c1ccccc1)=Nc1ccc(C)cc1C(c1ccccc1)=N2,-5%
COc1ccc(S(=O)(=O)N2CCCCC2c2nc(-c3cnccn3)n[nH]2)cc1 (stereo not given),-15%
O=C(O)CCc1nn2c3ccccc3n(CCOc3ccccc3Cl)c2nc1=O,-20%
CCOCCCNc1nc2c(c(=O)[nH]c(=O)n2C)n1Cc1ccccc1Cl,8%
O=C1C2CCCN2C(=O)N1Cc1coc(-c2ccccc2)n1 (stereo not given),14%
Cn1ccc2ccc(C(=O)N3CCN(CCOc4ccccc4)CC3)cc21,28µM*
Cc1ccc(CNC(=O)c2sc3nc4n(c(=O)c3c2C)CCCC4)cc1,-14%
CCc1ccc(C(C(=O)NC2CCCC2)N(Cc2cccnc2)C(=O)c2csnn2)cc1 (stereo not given),30%
COCCNC(=O)c1ccc(C(C)(C)C)cc1,16%
Cc1ccc(Nc2nnc(-c3ccc(C)c(S(=O)(=O)NCc4nc5ccccc5[nH]4)c3)c3ccccc23)cc1,?
CNc1nccc(N2CCC(CC(=O)NCCCN(C)C)CC2)n1,-15%
CCN(C(=O)c1cnc(OC)cc1C(F)(F)F)c1ccc(Cl)cc1Cl,10%
CCc1noc(-c2cn(C3CCCN(C(=O)c4cc(C)cc(C)c4)C3)nn2)n1 (stereo not given),14%
O=C(C1CCC1)N1C[C@@H]2CC[C@H](C1)N(C(=O)Nc1ccc(F)c(F)c1)C2,-24%
Clc1ccc(CN2CC[C@H](c3nc4cc(Cl)ccc4o3)C2)cc1,?
CCn1cc(-c2cc3c(cn2)CN(Cc2ccncc2)CCN3)cn1,32µM*
O=c1c2c(n(Cc3ccccc3)n1-c1ccccc1)CN(Cc1ccc3c(c1)CCO3)CC2,?
O=C(c1ccc(Cl)cc1)N1CC2(CCCN2CC2CC2)Cc2ccccc21 (stereo not given),?
O=C(O)c1nnn(-c2cccc(C(F)(F)F)c2)c1-c1ccccc1,-7%
